NCI-60 one-dose screen, 48 h, at 10 µM unless noted. Numbers give growth in % (100 = growth as untreated, 0 = no growth, -100 = all killed).
COLO 205 = COLO 205 colon cancer; 7.3% of 79,000 active
NCI/ADR-RES = NCI/ADR-RES ovarian cells; 4.4% of 81,000 active; AID 1794790
NCI-H226 = NCI-H226 lung cancer. 3.5% of 79,000 active. AID 1794732
NCI-H522 = NCI-H522 lung cancer | 8% of 78,000 active | AID 1794739
NCI-H322M = NCI-H322M lung cancer. 2.7% of 80,000 active. AID 1794733
HCT-15 = HCT-15 colon cancer; 5.2% of 82,000 active; AID 1794746
NCI-H23 = NCI-H23 lung cancer; 4% of 80,000 active; AID 1794731
NCI-H460 = NCI-H460 lung cancer; 6.8% of 82,000 active
HCT-116 = HCT-116 colon cancer; 7.3% of 82,000 active
Active calls of the source: *; . = not tested or not shown; & = joins results of further samples; ! = not confirmed by another sample. Rule for the calls: active = growth percent below 10; inactive = the rest.

SMILES	COLO 205	NCI/ADR-RES	NCI-H226	NCI-H522	NCI-H322M	HCT-15	NCI-H23	NCI-H460	HCT-116
Cc1cc(C)nc(NS(=O)(=O)c2ccc(Nc3nc4nc(NCc5ccccc5)nc(-c5ccc(O)cc5)c4c(=O)[nH]3)cc2)n1	35.3	20.3	31.9	.	10.2	18.5	31.6	16.4	.
C/C(=N\NC(=O)CSc1nc2sc3c(c2c(=O)n1-c1ccccc1)CCC(C)C3)c1ccc(Br)cc1 (stereo not given)	115.1	97.5	99.4	94.0	105.0	100.1	96.8	105.3	100.0
CCOC(=O)c1ncc(-c2ccc(C(F)(F)F)cc2)c(N[C@@H]2C[C@H]3CC[C@@H]2C3)n1	102.8	89.0	98.9	99.2	89.8	99.1	101.0	99.5	109.3
CCOc1cc(C2SCC(=O)N2n2cnnc2)ccc1O (stereo not given)	114.2	101.1	99.3	91.6	108.9	99.8	97.1	104.9	98.3
Cc1ccc(S(=O)(=O)N2CCCN(c3nc(-c4ccccc4)nc4nc(-c5ccccc5)oc34)CC2)cc1	123.6	101.8	99.5	83.6	97.3	114.1	100.1	102.9	104.5
O=CN1N=C(c2cccc(Nc3ccnc4cc(Cl)ccc34)c2)CC1c1ccccc1 (stereo not given)	-40.9*	3.4*	38.3	-25.8*	71.8	19.6	4.3*	7.3*	7.3*
CCC(C)C1NC(=O)C(CCNCS(=O)(=O)O)NC(=O)C(NC(=O)C(CCNCS(=O)(=O)O)NC(=O)C(NC(=O)C(CCNCS(=O)(=O)O)NC(=O)CCCCC(C)C)C(C)O)CCNC(=O)C(C(C)O)NC(=O)C(CCNCS(=O)(=O)O)NC(=O)C(CCNCS(=O)(=O)O)NC(=O)C(C(C)CC)NC1=O (stereo not given)	1.6*	107.2	77.0	10.5	70.3	99.6	66.6	48.8	31.7
CCOC(=O)N1CCN(S(=O)(=O)c2oc(-c3ccc(Cl)cc3)nc2C#N)CC1	47.0	102.4	93.4	-6.6*	99.3	-8.3*	75.9	103.0	14.1
COc1ccc(/C=N/NC(=O)C2CCC(=O)N2)cc1 (stereo not given)	112.3	107.5	108.3	102.2	111.5	100.6	102.2	100.2	106.5
COc1cc(OC)cc(-c2nn(CC(=O)N3CCCC3)c3ncnc(N)c23)c1	116.2	102.6	92.4	98.0	112.7	106.6	103.5	104.2	101.6
CCOC(=O)c1cc2c(n1C)-c1nc(OC)c(S(=O)(=O)c3ccccc3)cc1CCC2	102.0	70.6	86.1	61.4	81.6	88.3	73.2	103.6	85.2
Cc1ccc(-n2c(C(=O)NC3CC3)cc3cccnc32)cc1Cl	119.2	98.0	90.9	90.1	95.9	99.4	97.8	105.6	90.6
NS(=O)(=O)c1ccc(CCn2c(SCC(=O)N/N=C/c3ccccc3O)nc3ccccc3c2=O)cc1	49.9	92.3	51.1	8.1*	77.5	59.9	65.4	23.1	16.9
Cc1cc(N(C)C)cc(C)c1N=Nc1cc[n+]([O-])cc1	108.2	107.3	.	94.3	99.3	98.1	98.0	110.1	115.3
CC1(C)CCc2cc(-c3ccn(S(=O)(=O)c4ccccc4)n3)ccc2O1	96.1	75.9	69.7	.	91.7	64.9	75.5	72.8	62.7

A portion from further up, as a working copy:
SMILES	COLO 205	NCI/ADR-RES	NCI-H226	NCI-H522	NCI-H322M	HCT-15	NCI-H23	NCI-H460	HCT-116
Cc1cc(C)nc(NS(=O)(=O)c2ccc(Nc3nc4nc(NCc5ccccc5)nc(-c5ccc(O)cc5)c4c(=O)[nH]3)cc2)n1	35.3	20.3	31.9	.	10.2	18.5	31.6	16.4	.
C/C(=N\NC(=O)CSc1nc2sc3c(c2c(=O)n1-c1ccccc1)CCC(C)C3)c1ccc(Br)cc1 (stereo not given)	115.1	97.5	99.4	94.0	105.0	100.1	96.8	105.3	100.0
CCOC(=O)c1ncc(-c2ccc(C(F)(F)F)cc2)c(N[C@@H]2C[C@H]3CC[C@@H]2C3)n1	102.8	89.0	98.9	99.2	89.8	99.1	101.0	99.5	109.3
CCOc1cc(C2SCC(=O)N2n2cnnc2)ccc1O (stereo not given)	114.2	101.1	99.3	91.6	108.9	99.8	97.1	104.9	98.3
Cc1ccc(S(=O)(=O)N2CCCN(c3nc(-c4ccccc4)nc4nc(-c5ccccc5)oc34)CC2)cc1	123.6	101.8	99.5	83.6	97.3	114.1	100.1	102.9	104.5
O=CN1N=C(c2cccc(Nc3ccnc4cc(Cl)ccc34)c2)CC1c1ccccc1 (stereo not given)	-40.9*	3.4*	38.3	-25.8*	71.8	19.6	4.3*	7.3*	7.3*
CCC(C)C1NC(=O)C(CCNCS(=O)(=O)O)NC(=O)C(NC(=O)C(CCNCS(=O)(=O)O)NC(=O)C(NC(=O)C(CCNCS(=O)(=O)O)NC(=O)CCCCC(C)C)C(C)O)CCNC(=O)C(C(C)O)NC(=O)C(CCNCS(=O)(=O)O)NC(=O)C(CCNCS(=O)(=O)O)NC(=O)C(C(C)CC)NC1=O (stereo not given)	1.6*	107.2	77.0	10.5	70.3	99.6	66.6	48.8	31.7
CCOC(=O)N1CCN(S(=O)(=O)c2oc(-c3ccc(Cl)cc3)nc2C#N)CC1	47.0	102.4	93.4	-6.6*	99.3	-8.3*	75.9	103.0	14.1
COc1ccc(/C=N/NC(=O)C2CCC(=O)N2)cc1 (stereo not given)	112.3	107.5	108.3	102.2	111.5	100.6	102.2	100.2	106.5
COc1cc(OC)cc(-c2nn(CC(=O)N3CCCC3)c3ncnc(N)c23)c1	116.2	102.6	92.4	98.0	112.7	106.6	103.5	104.2	101.6
CCOC(=O)c1cc2c(n1C)-c1nc(OC)c(S(=O)(=O)c3ccccc3)cc1CCC2	102.0	70.6	86.1	61.4	81.6	88.3	73.2	103.6	85.2
Cc1ccc(-n2c(C(=O)NC3CC3)cc3cccnc32)cc1Cl	119.2	98.0	90.9	90.1	95.9	99.4	97.8	105.6	90.6
NS(=O)(=O)c1ccc(CCn2c(SCC(=O)N/N=C/c3ccccc3O)nc3ccccc3c2=O)cc1	49.9	92.3	51.1	8.1*	77.5	59.9	65.4	23.1	16.9
Cc1cc(N(C)C)cc(C)c1N=Nc1cc[n+]([O-])cc1	108.2	107.3	.	94.3	99.3	98.1	98.0	110.1	115.3
CC1(C)CCc2cc(-c3ccn(S(=O)(=O)c4ccccc4)n3)ccc2O1	96.1	75.9	69.7	.	91.7	64.9	75.5	72.8	62.7

New compounds follow:
SMILES	COLO 205	NCI/ADR-RES	NCI-H226	NCI-H522	NCI-H322M	HCT-15	NCI-H23	NCI-H460	HCT-116
CC(C)(C)OC(=O)c1cc2c3ccccc3oc(=O)c2c2nc3ccccc3n12	.	91.7	86.1	75.8	105.8	87.7	88.6	99.4	76.5
Cc1nc2ncccc2c(=O)n1-c1ccc(S(=O)(=O)N=C(N)N)cc1	112.5	105.4	94.5	91.4	104.1	102.7	99.0	108.4	78.5
C=C1C(=O)O[C@H]2[C@H]1CC/C(COC(=O)OC/C1=C/CC[C@@]3(C)O[C@H]3[C@H]3OC(=O)[C@@H](CN(C)C)[C@@H]3CC1)=C\CC[C@@]1(C)O[C@@H]21	-43.2*	91.2	-49.6*	-48.5*	88.0	1.8*	47.6	80.1	-72.7*
O=C(Nc1ccc(Cl)cc1F)c1cc(F)ccc1O	-1.8*	7.2*	.	-25.1*	8.5*	3.1*	1.5*	4.1*	4.0*
CN1C(=O)CCC(N2C(=O)c3cccc(NCCOCCOCCNC(=O)c4cc5c(o4)C(=O)c4ccccc4C5=O)c3C2=O)C1=O (stereo not given)	.	45.1	-72.1*	-35.0*	-93.0*	-79.0*	-52.7*	-73.1*	-21.9*
CC/C=C\C[C@H](O)C/C=C1/C(=O)C=C[C@@H]1C/C=C\CCCC(=O)OCCS(=O)(=O)c1ccccc1	43.6	75.2	.	-7.6*	71.2	62.0	59.0	42.0	-23.0*
O=C(Nc1nc2ccc(F)cc2s1)c1cccnc1Nc1ccc(Cl)cc1	49.8	10.5	44.1	21.1	30.9	29.0	10.0*	9.3*	14.2
CC1C=NNC1=O (stereo not given)	146.2	98.4	94.8	86.7	91.1	104.3	98.5	106.1	100.2
Cc1ccc(CC#N)cc1C	110.9	105.5	96.1	98.0	101.4	95.4	109.7	99.1	93.0
O=C1C2=C(C(=O)c3ccccc31)C(O)(S(=O)(=O)O)C(O)(S(=O)(=O)O)C1N=CC=CC21 (stereo not given)	50.3	11.3	68.1&57.0	-11.8*!	16.8&44.8	38.7&32.3	20.8&31.8	4.2*!	8.7*!
CC(=O)OC[C@@]1(C)C2CC[C@]3(C)C(CC=C4C5CC(C)(C)CC[C@]5(C(=O)Nc5ccc(Br)cc5)CC[C@]43C)[C@@]2(C)C[C@@H](OC(C)=O)[C@@H]1OC(C)=O (stereo not given in full)	43.8	42.5	45.2	45.6	67.9	30.6	45.6	17.0	24.6
O=C(c1ccc(O)cc1)C1[C@H](c2ccc(Br)cc2)[C@@H](c2ccccc2)NC12C(=O)Nc1ccccc12 (stereo not given in full)	-46.4*	22.4	43.5	32.4	51.6	24.6	7.7*	2.6*	17.3
COc1cc(CNC(=O)/C=C/c2ccccc2)ccc1OCc1cn(-c2ccc(Cl)c(Cl)c2)nn1	62.4	66.2	40.5	74.2	85.6	73.1	66.8	73.9	47.3
CC/C(=C(/c1ccc(Cl)cc1)c1ccc(OCCN)cc1)c1ccc(Cl)cc1	102.0	96.5	84.6	95.5	92.2	91.9	86.6	98.7	93.4
COc1ccc(CNCCN2C(=O)c3ccc4c5c(ccc(c35)C2=O)C(=O)N(CCNCc2ccc(OC)c(OC)c2OC)C4=O)c(OC)c1OC	-10.9*	-3.8*	-13.7*	-78.0*	-1.9*	-51.2*	-42.8*	-21.2*	1.8*

2 compounds from above, showing only NCI/ADR-RES, NCI-H460 and NCI-H522:
| canonical_smiles | NCI/ADR-RES | NCI-H460 | NCI-H522 |
| --- | --- | --- | --- |
| CC/C=C\C[C@H](O)C/C=C1/C(=O)C=C[C@@H]1C/C=C\CCCC(=O)OCCS(=O)(=O)c1ccccc1 | 75.2 | 42.0 | -7.6* |
| O=C(Nc1nc2ccc(F)cc2s1)c1cccnc1Nc1ccc(Cl)cc1 | 10.5 | 9.3* | 21.1 |

(further entries)
SMILES	COLO 205	NCI/ADR-RES	NCI-H226	NCI-H522	NCI-H322M	HCT-15	NCI-H23	NCI-H460	HCT-116
O=C(/C(=C(\C(=O)c1ccccc1)c1ccccc1)c1ccccc1)c1ccccc1	53.2	45.4	63.9	43.3	76.0	24.0	42.0	25.1	14.1
O=C(O)/C=C\C(=O)NCc1cccnc1	120.2	101.3	107.9	83.9	99.9	108.9	93.5	112.1	104.0
CCN(CC)CCn1c2ccc(OC)cc2c2sc3cc(O)ccc3c(=O)c21	23.0	27.6	112.5	42.2	34.2	18.7	23.9	8.2*	14.2
Nc1nccc(N2CCCC(CO)(CCCc3ccccc3)C2)n1 (stereo not given)	113.4	86.4	75.4	91.7	97.5	95.0	88.6	94.8	90.2
OCCNCCN=C1CCC(=NCCNCCO)CC1	.	104.0	77.9	64.4	70.2	.	99.1	103.7	103.1
CC(=O)c1sc2c(c1C)c(=O)nc1c(C#N)n[nH]n12	104.0	101.3	95.2	99.8	103.3	105.5	99.6	101.6	103.0
O=c1[nH]c2ccccc2cc1CSc1nccc(-c2ccc(Cl)cc2)n1	124.4	82.9	83.7	79.5	104.3	95.9	103.6	92.2	93.4
CCN(CC)CCCC(C)Nc1cnc(C(=O)Nc2cccc3ccc(OC)nc23)cn1 (stereo not given)	71.4	76.1	61.4	5.1*	75.5	-25.6*	96.1	1.0*	-36.0*
O=C1c2c(c3c4cc(Br)ccc4[nH]c3c3ccc4ccccc4c23)C(=O)N1CCN1CCOCC1	91.2	67.0	82.4	67.7	87.8	73.5	62.2	24.2	68.5
C/C(Cc1ccc(Cl)cc1)=C(/c1ccc(Cl)cc1)c1ccc(OCCN2CCCC2)cc1	61.6	84.4	96.4	73.7	93.4	28.3	78.7	35.9	30.7
CC1Nc2c(ccc3ncccc23)C(=O)N1Nc1ccccc1 (stereo not given)	115.0	102.3	.	90.7	109.8	102.2	113.1	101.4	98.0
CC1CCS(=O)(=O)C1 (stereo not given)	112.9	99.0	110.0	103.0	102.1	97.3	99.3	100.7	102.2
COc1ccc(C2CC(c3ccco3)=NN2c2ccc(S(N)(=O)=O)cc2)cc1 (stereo not given)	106.2	98.3	94.2	.	105.0	93.1	99.5	101.5	84.5
Cn1ccc(=O)nc1	102.5	93.4	103.6	49.0	82.9	24.1	88.7	38.7	60.6
CN(C)CCNC(=O)c1cccn2c(=O)c3cc4ccccc4cc3nc12	-15.2*	5.9*	-16.0*	-88.5*	3.8*	12.7	-3.2*	-31.7*	-41.0*
CC(=O)NNc1nc(C)c(C(/C=C/c2ccc(/C=C/C(=N\NC(=O)c3ccncc3)c3sc(NNC(C)=O)nc3C)cc2)=N/NC(=O)c2ccncc2)s1	.	106.3	100.6	83.6	97.3	103.7	97.9	104.4	92.3
COc1ccc(-n2nc3c(c2-c2ccccc2)-c2oncc2CC3)cc1	.	89.3	.	74.7	98.9	60.3	92.7	83.1	73.9
CCS(=O)(=O)c1ncnc2nc[nH]c12	102.4	104.1	94.2	65.4	106.3	101.5	110.6	104.5	87.3
NC(=S)N1N=C(c2ccc(F)cc2)CC1c1ccc2c(c1)OCO2 (stereo not given)	122.7	89.9	97.6	.	88.2	88.9	85.8	101.3	78.3
